High-throughput results: PubChem BioAssay, several laboratories
RSV CPE inhibition – RSV antiviral activity via CPE protection, HEp-2 cells, primary 10 µM value included (AID 2391). HEp-2 cells, RSV-induced CPE inhibition; higher % means a stronger effect. CPE inhibition, % at 10 µM, or IC50 in µM where a hit was titrated. 310,000 tested, 0.13% active; in the data active = a potency from the dose series; inconclusive = CPE inhibition mostly from about 23% at the one dose, without a potency; inactive = the rest, 99 in 100 with CPE inhibition below about 21%; also: strong numbers were not always called active
Dengue-2 NS5 capping – Dengue-2 NS5 methyltransferase inhibitors, primary screen, biochemical, confirmation dose response (AID 588689); Dengue-2 NS5 methyltransferase capping enzyme assay, biochemical; higher % means a stronger effect; one-dose inhibition, % at 25 µM; IC50 in µM for titrated hits; 340,000 tested, 0.3% active; in the data active = a potency from the dose series; inconclusive = inhibition above about 29% without an active follow-up result
GPR35 antagonists – inhibition of zaprinast-stimulated GPR35 beta-arrestin translocation – imaging, U2OS, beta-arrestin-GFP, zaprinast agonist, primary screen (AID 2058). U2OS GPR35 beta-arrestin-GFP translocation imaging, zaprinast antagonism; higher % means a stronger effect. inhibition, % at 10 µM; hits with a dose series show IC50 in µM. 290,000 tested, 0.052% active;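 active = inhibition of at least 50% with at least 30 cells and total cytoplasm GFP at most 10,000,000; inconclusive = under 30 cells or total GFP of 10,000,000 plus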
Autophagy mod – autophagy modulation, high-content screen; MEF GFP-LC3 puncta imaging; test concentration mostly 10 µM; calls only at 10 µM (by protocol); 190,000 tested, 0.98% active; AID 463193;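 active = percentage of spot-positive cells more than 3 SD above its plate mean, without a fluorescence outlier flag or 80% toxicity; inconclusive = no clear call, values can overlap the other calls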;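 also: spot-positive cell cutoff set from DMSO-treated cells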
UTI89 phage lysis – inhibition of K1F phage lysis, E. coli UTI89, bacterial capsule biogenesis inhibitors, alamar blue (AID 488966); 340,000 tested, 0.02% active; inhibition, % at 100 µM, or IC50 in µM where a hit was titrated; E. coli UTI89 K1F phage lysis, alamar blue, 2 h; higher % means a stronger effect;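 active = phage lysis inhibition, versus mean bacterial control, above a set limit; inconclusive = no clear call, values can overlap the other calls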;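 also: capsule biogenesis inhibitors block K1F phage lysis so surviving cells raise fluorescence; higher fluorescence means more inhibition of phage lysis; actives were called in the ten point dose series up to 300 µM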
WT yeast gro inh – growth inhibition of WT yeast, mitochondrial fusion screen. mitochondrial fusion phenotypic screen, WT strain. 190,000 tested, 2.1% active. inhibition, % at 10 µM. AID 1362; in the data active = inhibition above about 58%; tested in S. cerevisiae
NTR1 ag – agonists of NTR1, primary screen, imaging, U2OS cells, beta-arrestin-GFP, high content (AID 493036). P30989. NTR1-U2OS beta-arrestin-GFP spot imaging, agonist mode. activation, % at 20 µM. 330,000 tested, 0.17% active;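 active = activation at or above 40% of the spot to cytoplasm intensity ratio, with at least 20 cells analyzed; inconclusive = wells under 20 cells, flagged as cytotoxic or low count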;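 also: 0% = DMSO without peptide and 100% = 100 nM NTR1 peptide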
Target sequence (P30989 whole entry, looked up): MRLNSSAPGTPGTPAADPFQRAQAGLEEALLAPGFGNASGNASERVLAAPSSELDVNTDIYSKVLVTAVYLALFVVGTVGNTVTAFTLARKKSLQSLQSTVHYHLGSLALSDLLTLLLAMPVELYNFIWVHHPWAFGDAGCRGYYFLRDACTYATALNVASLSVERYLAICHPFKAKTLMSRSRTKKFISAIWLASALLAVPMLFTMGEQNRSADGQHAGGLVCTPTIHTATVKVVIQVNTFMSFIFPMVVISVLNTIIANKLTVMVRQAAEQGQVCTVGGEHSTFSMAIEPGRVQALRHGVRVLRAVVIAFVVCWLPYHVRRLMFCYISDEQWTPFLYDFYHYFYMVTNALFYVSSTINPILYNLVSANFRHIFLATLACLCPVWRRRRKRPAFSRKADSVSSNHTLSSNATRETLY
AID2073 – disruptors of CaV2.2 binding to Mint1 – biochemical, HTRF (AID 2073); HTRF protein-protein interaction, Mint1-CaV2.2; higher % means a stronger effect; one-dose inhibition, % at 20 µM; IC50 in µM for titrated hits; 290,000 tested, 0.19% active; in the data active = inhibition mostly above about 51%, no sharp cut-off; inconclusive = no clear call, values can overlap the other calls; inactive = mostly below about 53%; also: some results filed as inactive read as strong as hits
LYP phosphatase – inhibitors of LYP phosphatase, biochemical, fluorescence intensity, uHTS (AID 1779). recombinant LYP phosphatase, fluorescence intensity; higher % means a stronger effect. inhibition, % at 11.5 µM; hits with a dose series show IC50 in µM. 290,000 tested, 0.054% active; in the data active = inhibition above about 50%;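 also: plate controls were vehicle with enzyme for no effect and no enzyme for full effect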
WT yeast gro inh mutant strain – also measured in WT yeast gro inh; calls as there; inhibition, %; mitochondrial fusion phenotypic screen, mutant strain inhibition
Autophagy mod cell loss 18 h – further read-out of Autophagy mod, marked with its call; toxicity, %; measured here: cell loss, nuclei count;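 cell loss after 18 h compound exposure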
NTR1 ag cell count 20 µM – recorded beside NTR1 ag, whose call it bears; cell count; measured here: cell count, cytotoxicity flag
Dengue-2 NS5 capping pilot replicate – second read-out of Dengue-2 NS5 capping, no call of its own (marks repeat the call); inhibition, %; measured here: pilot screen replicate inhibition
* = called active by the depositor; i = inactive; u = inconclusive; x = not tested or not shown; + = active, no number; [ ] = another dose, or the depositor's remark.

SMILES	RSV CPE inhibition	Dengue-2 NS5 capping	GPR35 antagonists	Autophagy mod	Autophagy mod cell loss 18 h	UTI89 phage lysis	WT yeast gro inh	WT yeast gro inh mutant strain	NTR1 ag	NTR1 ag cell count 20 µM	AID2073	LYP phosphatase	others
Cc1ccc2nc(SC(C)C(=O)NCc3ccco3)[nH]c2c1 (centres undefined)	x	7.6%	16.0%	i	-4.5	0.2%	-11.6	-4.1	-0.5	43	-0.4%	6.1%
N#Cc1ccc(-c2ccc(OCC(=O)NCC(=O)Nc3ccc(F)c(F)c3F)cc2)cc1	3.7%	0.7%	-2.5%	i	-12.8	-0.2%	18.7	7.2	1.1	48	23.9%	1.1%
Cc1c(F)cccc1NC(=O)CSCC(=O)Nc1ccccc1	1.5%	-8.3%	-4.5%	i	-3.6	0.1%	-0.5	9.7	-0.1	46	-3.7%	0.6%
CC1=Nc2ccccc2/C1=C\c1nc(-c2ccc(C(F)(F)F)cc2)oc1O	2.7%	u	8.1%	u	x	-0.4%	-32.6	-16.3	-2.8	62	16.1%	-0.3%
COc1ccc(OCc2nc(C#N)c(N3CCN(c4ccc(OC)cc4)CC3)o2)cc1	x	1.4%	1.9%	x	x	0.3%	6.2	1.0	-1.3	48	1.4%	0.1%
Cc1ccc(C(=O)ONc2ccc(N=NC(=O)c3ccccc3O)cc2)cc1	-1.0%	-9.7%	-3.6%	i	1.0	-1.4%	38.0	43.7	7.4	56	28.0%	6.8%
CC(C)C[C@H]1COCCS(=O)(=O)N1Cc1ccccc1F	-1.2%	-11.6%	x	x	x	0.6%	x	x	-6.2	95	x	x
COc1ccc2cc(C(=O)C3CCCN(Cc4cccc(C)n4)C3)ccc2c1 (centres undefined)	-0.3%	-3.0%	2.5%	i	19.6	0.5%	21.2	31.5	1.2	56	22.5%	-30.4%
N/C(=N\OC(=O)CCC1CCCCC1)c1cccnc1	1.3%	-8.2%	-4.6%	i	5.0	0.7%	-16.2	12.3	0.2	91	-2.5%	-5.8%	Dengue-2 NS5 capping pilot replicate=1.5
O=C(CNC(=O)c1ccccc1)c1ccccc1	-0.1%	-2.8%	x	x	x	3.6%	x	x	-0.8	103	x	x
COc1ccc2oc(=O)c(NC(=O)C3CCCCC3)cc2c1	0.1%	-12.9%	12.3%	i	-5.6	4.5%	3.1	6.5	4.6	68	-1.9%	-8.3%
COc1cc(OC)cc(N2C(=O)CC(N3CCC(C(=O)N4CCCCC4)CC3)C2=O)c1 (centres undefined)	0.3%	1.9%	-5.0%	x	x	-0.1%	x	x	2.1	60	2.2%	-2.9%
COC(=O)Nc1nnc(-c2ccncc2)s1	0.1%	-2.4%	3.4%	i	0.7	2.8%	2.0	21.1	-1.3	41	9.8%	14.2%
CC(=O)Oc1ccc2c(=O)c(Oc3ccccc3[N+](=O)[O-])coc2c1	0.6%	-2.2%	2.8%	i	-11.9	6.1%	-9.8	-11.0	0.7	61	-0.2%	-5.7%
CSc1nc2ccccc2n1CC(=O)Nc1cc(C(F)(F)F)ccc1N1CCOCC1	23.4%	2.1%	-9.5%	i	1.2	-0.2%	26.5	-5.3	0.1	51	-1.8%	-9.1%
CCCNC(=O)c1c(N)n(-c2cccc(OC)c2)c2nc3ccccc3nc12	u	-4.8%	-2.5%	i	-7.9	-0.2%	10.3	1.4	13.6	63	16.0%	-0.6%
CCOc1ccc(/C(O)=C2/C(=O)C(=O)N(c3ccccn3)C2c2ccc(C)cc2)c(C)c1 (centres undefined)	1.8%	8.8%	5.8%	x	x	0.5%	x	x	1.4	67	28.0%	0.9%
CCc1ccc(NC(=S)NC2CC3CCCC(C2)N3Cc2ccccc2)cc1 (centres undefined)	0.7%	-6.2%	-1.7%	i	-1.8	0.7%	43.2	38.4	1.9	47	-14.1%	-8.3%
COc1ccc(NS(=O)(=O)c2ccc(C)c(C(=O)O)c2)cc1	0.0%	1.4%	19.1%	i	14.2	4.3%	43.4	16.1	-1.1	38	8.4%	-1.7%
CCS(=O)(=O)N1N=C(c2cccc(NS(C)(=O)=O)c2)CC1c1cccs1 (centres undefined)	2.0%	-8.5%	0.9%	x	x	0.0%	x	x	0.1	79	2.5%	-10.8%
Cc1ccccc1N1CCN(C(=O)c2ccc(Oc3ccc(C(F)(F)F)cn3)cc2)CC1	19.1%	-0.8%	10.3%	i	12.1	0.4%	74.7*	49.2*	4.6	48	-3.9%	1.5%
Cc1ccc(-c2nnn(CC(=O)N(CC(=O)NC3CCCC3)c3cccc(F)c3)n2)o1	1.8%	0.0%	-3.5%	x	x	0.2%	x	x	2.5	48	-1.5%	-7.1%
C=CCC1(CC=C)CCCN1C(=O)c1cc(COc2cccc(C(F)(F)F)c2)on1	2.5%	-9.1%	8.6%	x	x	-0.1%	x	x	2.0	74	10.4%	-2.1%
Cn1cc(CC(=O)NCCN2CCOCC2)c2ccccc21	0.1%	-4.5%	12.9%	i	15.2	0.1%	-8.3	-4.5	6.3	81	12.4%	-4.3%
C[C@H](NC(=O)c1nc[nH]c1C(=O)NCc1ccccc1)c1ccccc1	4.3%	-6.1%	x	x	x	0.2%	x	x	1.6	44	x	x
COc1ccc(NC(=O)c2cc(-c3ccccn3)nc3ccccc23)cc1S(=O)(=O)N(C)C	-0.3%	-2.2%	x	x	x	0.5%[50 µM]	x	x	1.7	56	x	x
Cc1ccc(CC(=O)NCC(c2ccco2)N(C)C)cc1C (centres undefined)	0.0%	-7.4%	-9.4%	i	2.1	-0.8%	-3.9	-1.4	-1.4	102	29.3%	-4.3%
Nc1cccc2nc3ccccc3cc12	-1.3%	-4.5%	15.1%	+	63.7*	i	40.2	30.7	1.5	59	7.8%	-7.8%
COC(=O)CNc1nc(OC)nc(N(C)C)n1	0.3%	0.7%	11.5%	i	1.3	6.0%	-5.8	-46.7	0.2	57	0.9%	-3.7%
CNc1nc2c(C)cccn2c(=O)c1C=NCc1ccccc1	4.5%	-7.1%	2.9%	i	-14.8	0.2%	21.4	26.3	-1.3	83	22.1%	-8.9%
CCCNC(=O)C(Cc1ccccc1)NS(=O)(=O)c1ccc2c(c1)CCC(=O)N2 (centres undefined)	-1.2%	-4.5%	17.8%	i	-4.5	-3.9%	6.1	0.3	0.8	48	-0.3%	-6.5%
COc1ccc(OCC(=O)O/N=C(\N)c2ccc(OC)c(OC)c2)cc1	19.7%	0.0%	-7.6%	i	5.7	5.3%	0.3	1.2	0.1	29	14.6%	-4.4%
Cc1c(C(=O)NCc2cccs2)oc2ccc(S(=O)(=O)N3CCOCC3)cc12	0.7%	-4.8%	-14.8%	i	8.2	0.7%	2.6	-4.9	0.3	91	-4.9%	-6.3%
O=C(NCc1cccc(C(F)(F)F)c1)C1CC(c2c(Cl)cccc2Cl)=NO1 (centres undefined)	6.7%	-4.4%	9.9%	i	25.4	0.3%	-5.9	11.0	1.0	81	4.1%	-4.3%
CCC(=O)N1CCc2cc(Br)cc(S(=O)(=O)NCc3ccccc3OC)c21	-0.1%	5.8%	-3.5%	x	x	-0.9%	x	x	-1.3	45	8.9%	-7.1%
COc1ccc(C2CC(c3cccs3)=NN2C(=O)CCC(=O)O)cc1OC (centres undefined)	-0.6%	-5.9%	0.1%	x	x	-0.1%	x	x	-0.2	62	2.0%	-13.7%	Dengue-2 NS5 capping pilot replicate=-1.5
CC(Oc1ccc(Cl)cc1Cl)c1nc(-c2ccccn2)no1 (centres undefined)	0.3%	-3.1%	-2.3%	i	10.1	0.6%	8.7	4.0	1.6	49	-10.4%	-3.0%
CCOC(=O)c1nn(-c2ccccc2)c(C(=O)OCC)c1N	-0.5%	-2.8%	10.7%	i	1.1	-0.1%	-1.3	-1.7	1.2	50	9.7%	-12.6%
COc1ccc2c(c1)c(=O)oc1c(C)c(OCc3ccc(C(=O)O)cc3)ccc12	9.9%	-0.7%	1.1%	x	x	-0.1%	x	x	x	x	5.3%	5.3%
COC(=O)c1ccccc1OCC(=O)N1CCN(c2ccc(F)cc2)CC1	3.3%	4.8%	-5.0%	i	-23.3	0.3%	10.1	3.2	0.1	87	1.7%	-1.7%
CCc1cc(C(=O)NNC(=S)NC2CCCCC2)cs1	8.4%	-11.8%	-11.4%	x	x	1.4%[50 µM]	x	x	-0.2	52	-49.1%	-5.6%
O=C(Cn1cnc2scc(-c3ccc(F)cc3)c2c1=O)N1CCOCC1	1.3%	-2.4%	-8.5%	i	-4.6	-1.5%	6.8	9.1	3.0	75	-4.4%	-4.3%
CC(=O)Nc1nc2ccc(S(=O)(=O)N3CCCC3)cc2s1	1.9%	-1.3%	2.8%	x	x	-0.5%[50 µM]	x	x	-0.8	67	-13.4%	-5.9%
CC(O)CCC(=O)NNC(=S)Nc1ccccc1 (centres undefined)	-0.9%	1.6%	4.9%	i	-5.5	0.1%	-10.4	-0.7	-0.9	46	-2.6%	1.0%
O=C(NC1CC2CCCC(C1)N2S(=O)(=O)c1ccccc1)c1ccccc1 (centres undefined)	1.2%	-3.2%	11.8%	i	-0.5	-1.1%	2.7	-2.9	-1.1	91	3.4%	-7.5%
COc1ccc2c(c1)CC[C@@H]1[C@@H]2CC[C@]2(C)[C@@H](C(C)=O)C[C@@H]12	2.9%	-6.4%	x	x	x	2.1%	x	x	0.9	51	x	x
O=C(Nc1ncc(Cc2cccc(C(F)(F)F)c2)s1)c1ccc(-c2cccc([N+](=O)[O-])c2)o1	7.8%	0.0%	4.4%	i	8.0	0.5%	37.7	18.8	7.6	77	3.5%	3.9%
CC(C)C(C)NC(=O)COc1ccc(Sc2ccc(OCC(=O)NC(C)C(C)C)cc2)cc1 (centres undefined)	4.6%	0.6%	11.5%	i	-3.9	0.0%	-29.1	4.1	4.6	61	5.2%	5.6%
CCC(=O)c1ccc(N2CCN(C(=O)c3ccccc3F)CC2)c(F)c1	13.5%	x	-1.3%	i	24.9	0.1%	2.2	-2.2	2.0	39	-15.4%	-4.0%
Cc1ccc(S(=O)(=O)N(C)C)cc1NC(=S)NC1CCCC(C)C1C (centres undefined)	u	-10.3%	2.6%	i	16.9	2.0%[50 µM]	11.7	-1.8	-0.1	58	-5.2%	5.5%
C/C(CC(=O)Nc1cccc2c1CCCC2)=N\NC=O	1.5%	0.9%	-9.1%	i	-16.5	0.2%	-11.2	-10.7	-2.4	97	6.1%	-4.4%
